# Screening data from PubChem BioAssay.
# MRP-1 activ: activates MRP-1 | H69AR cells + doxorubicin, viability rescue, CellTiter-Glo | viability increase, % at 10 µM | actives 0.61% (n = 140,000);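 active means viability gain under doxorubicin at or above a set limit, the compound median plus 3 SD, cut at about 4.7% in these data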;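 further: MRP-1 overexpressing cells given doxorubicin 25 µM after compound pretreatment; 18-22 h compound pretreatment then 72 h with doxorubicin before readout; 0% = doxorubicin-only wells and 100% = vehicle-treated cells without doxorubicin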
# Yeast life ext: extends the lifespan of yeast; actives 0.68% (n = 130,000); S. cerevisiae growth with nicotinamide, OD615; deaD strain in restrictive glucose medium; inhibition of the nicotinamide effect, % at 10 µM;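 active means inhibition above a set limit, placed 3 SD over the median of all compounds, cut at about 26% in these data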;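 further: 0% = nicotinamide-treated wells and 100% = cells grown without nicotinamide; some compounds called inactive have numbers as strong as hits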
#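 System: DeaD-strain S. cerevisiae / Buffer or medium: CSMM-D, restrictive glucose (dextrose) synthetic minimal medium / Probe or stimulus: nicotinamide, 1.5 mM, co-present with compound / Compound: one concentration, 10 µM, DMSO 0.25% / Incubation: 48 h compound exposure at 30 °C, humidified / Technique: optical density (absorbance) at 615 nm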
# E-sel TNF inh: TNF alpha driven E-selectin expression inhibition | inhibition, % at 2 µM | actives 0.71% (n = 120,000) | HUVEC TNFa-induced E-selectin immunofluorescence, high content | AID 1246;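 active means inhibition above the batch mean plus 3 SD, and confirmed as a hit on visual image review, cut at about 43% in these data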;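 further: 0% = TNF-stimulated DMSO wells and 100% = unstimulated control wells; not every result past the cut was called active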
# GALR2 antag: antagonists of human galanin receptor 2 (GALR2); actives 0.39% (n = 140,000); inhibition, % at 4 µM; GALR2-expressing cells, antagonist mode; AID 828; in the data active means inhibition above about 27%;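 further: cells stimulated with galanin 1-16 at roughly its EC80; 0% = agonist challenge control and 100% = basal control without agonist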
# Target sequence (O43603 whole entry, looked up): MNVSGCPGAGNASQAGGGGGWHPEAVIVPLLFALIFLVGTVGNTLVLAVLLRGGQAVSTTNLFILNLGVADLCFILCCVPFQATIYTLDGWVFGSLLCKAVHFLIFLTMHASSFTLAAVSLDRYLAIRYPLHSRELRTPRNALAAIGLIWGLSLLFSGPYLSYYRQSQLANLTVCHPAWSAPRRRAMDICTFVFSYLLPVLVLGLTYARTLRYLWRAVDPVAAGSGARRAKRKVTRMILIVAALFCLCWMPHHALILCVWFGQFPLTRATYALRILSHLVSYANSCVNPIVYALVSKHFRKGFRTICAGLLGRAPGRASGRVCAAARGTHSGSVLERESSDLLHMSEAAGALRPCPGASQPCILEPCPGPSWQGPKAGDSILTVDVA
# PTEN del growth: suppresses growth of cells with PTEN deletion | actives 1.2% (n = 140,000) | HCT116 PTEN-null viability, CellTiter-Glo, 60 h; active compounds read low | viability, % at 10 µM;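 active means viability at or below a set limit, 4 SD under the median of all tested compounds, cut at about 3.7% in these data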;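 further: PTEN knockout HCT116 line with beta catenin targeted HCT116 as companion control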
# bCat KO growth: beta-catenin-lacking colon tumor cell growth suppression; HCT116 beta-catenin knockout viability, CellTiter-Glo, 60 h; active compounds read low; viability, % at 10 µM; actives 1.5% (n = 140,000); AID 818;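 active means viability at or under a set limit, the compound median less 4 SD, cut at about 6% in these data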;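 further: 0% = Hyamine 1622 control at 20 µM and 100% = untreated cell control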
# NPY-Y2 antag: blocks the human neuropeptide Y Y2 receptor; P49146; NPY-Y2 expressing cells, antagonist mode; inhibition, % at 2.7 µM; actives 0.99% (n = 140,000); AID 793; in the data active means inhibition above about 17%;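 further: 0% = vehicle with agonist challenge and 100% = reference antagonist with challenge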
# Target sequence (P49146 whole entry, looked up): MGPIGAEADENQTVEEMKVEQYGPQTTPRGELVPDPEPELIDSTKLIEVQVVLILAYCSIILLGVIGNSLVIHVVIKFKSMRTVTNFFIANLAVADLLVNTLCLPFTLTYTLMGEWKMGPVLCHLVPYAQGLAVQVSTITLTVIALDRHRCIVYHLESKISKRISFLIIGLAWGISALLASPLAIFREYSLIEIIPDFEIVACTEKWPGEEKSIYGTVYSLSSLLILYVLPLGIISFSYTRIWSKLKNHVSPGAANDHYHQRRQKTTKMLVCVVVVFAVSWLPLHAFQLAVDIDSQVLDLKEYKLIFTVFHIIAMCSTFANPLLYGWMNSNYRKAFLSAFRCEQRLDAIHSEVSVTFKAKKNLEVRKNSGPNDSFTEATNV
# BB579 growth dn: reduces growth of yeast BB579 in restrictive medium. AID 804. S. cerevisiae BB579 growth, OD615, 48 h. actives 0.51% (n = 140,000). inhibition, % at 10 µM;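 active means inhibition above a set limit, 3 SD over the mean compound inhibition, cut at about 44% in these data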; further: inactives centre near -24
#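 Detection: OD615 turbidity measurement; Material: Saccharomyces cerevisiae DeaD strain BB579, replicative lifespan model yeast; Timing: 48 h exposure, 30 °C; Doses: single 10 µM dose; Medium: CSMM-D restrictive synthetic medium containing dextrose (glucose); Controls: amphotericin B at 10 µg/mL as positive control.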
# Measles CPE: protection of cells from measles virus. Measles virus-infected cells, CPE protection, absorbance. protection (pct of control), % at 4 µM. actives 1.5% (n = 140,000). AID 841; in the data active means protection mostly above about 24%, no sharp cut-off; inactive means mostly below about 26%; further: some compounds called inactive have numbers as strong as hits
# Phagocytosis inh: macrophage phagocytosis inhibition; J774A.1 macrophage IgG-bead phagocytosis, imaging; inhibition, % at 5 µM; actives 0.07% (n = 110,000);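 active means inhibition above the mean of the plate negative controls plus 5 SD, cut at about 13% in these data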;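 further: phagocytic index as fraction of beads internalized from green versus red external bead signal; plate controls were DMSO negative control for no effect and cytochalasin-D positive control for full effect; some results beyond the cut were filed as inactive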
# The depositor's hits bear a star; / = no result given. No enrichment for hits. Share with any hit: about 6.4%.
SMILES,MRP-1 activ,Yeast life ext,E-sel TNF inh,GALR2 antag,PTEN del growth,bCat KO growth,NPY-Y2 antag,BB579 growth dn,Measles CPE,Phagocytosis inh
CCOC(=O)c1c(NC(=O)CSc2nc3ccccc3s2)sc(C)c1C,-1.9,2,/,-5,82,78,14,-45,8,-2
O=C(NC(=S)Nc1ccc(NC(=O)c2cccs2)cc1)c1ccco1,-2.3,-3,/,3,103,98,-1,-19,38,-6
O=c1c(Cc2ccc(Cl)cc2)c(O)ccn1Cc1cccc(Cl)c1,-2.8,-4,5,-3,94,89,3,-60,19,0
CCc1ccccc1N=C1S/C(=C/c2ccccc2OCC(=O)N2CCOCC2)C(=O)N1C,-3.3,-2,/,-13,47,64,5,-36,3,/
CCOC(=O)N1CCN(C(=O)CSc2nnc(-c3cccc(Cl)c3)o2)CC1,-3.7,-4,-3,13,100,96,8,-30,11,1
CC1=CC(=O)N(c2ccc(C)cc2)C1c1ccc(Cl)cc1 (stereo unspecified),-2.2,15,/,2,70,74,4,-21,14,0
O=C(CCc1ccc(O)c(O)c1)NNC(=S)NCCc1ccccc1,-2.4,8,/,17,88,91,1,-43,16,4
COC(=O)c1ccccc1CCC(C)=O,-5.3,-5,3,1,100,91,2,-11,5,0
COc1ccccc1NC(=O)CSC1=NC(=O)C(NC(C)=O)C(=O)N1 (stereo unspecified),1.4,2,28,-14,96,84,3,4,6,-3
Cc1nc(SCC(=O)Nn2c(-c3ccccc3)nc3ccccc3c2=O)n[nH]1,0.2,-1,25,-3,100,92,0,-24,13,2
COc1ccc(-c2cc(C(F)(F)F)n3ncc(C(=O)NCc4ccco4)c3n2)cc1,-4.6,-17,/,-2,63,68,3,-20,4,0
CCC(C(=O)NC1CCCC1)N(C(=O)Cn1nnc(-c2ccc(OC)c(OC)c2)n1)C1CCCCC1 (stereo unspecified),-2.2,-12,-8,-10,79,86,3,18,7,-1
O=C(NC1(C(F)(F)F)NC(=O)N(Cc2ccco2)C1=O)c1cccs1 (stereo unspecified),-2.3,-16,/,-10,93,102,0,-13,4,-3
CCNC(=O)CC1C(=O)N(C)C(=S)N1NC(=O)c1ccc(Cl)cc1 (stereo unspecified),0.1,2,22,-6,94,94,-3,-44,12,0
CCNc1nc(NC(C)C)nc(N(C#N)C(C)C(=O)N(C)C)n1 (stereo unspecified),-2.6,-8,6,5,101,89,1,-20,30,/
Cc1ccc(NC(=O)Cc2ccc(F)cc2)cc1,-0.1,-17,-2,1,108,93,2,-38,35,-1
CCOc1ccc(C(=O)Nc2cccc(C)n2)cc1,0.2,-8,-9,7,92,82,1,-35,13,-1
Cc1ccc(-c2cc(C(=O)NCCc3ccccn3)c3ccccc3n2)c(C)c1,-1.0,-4,-7,-5,95,103,0,-9,6,-11
Cc1c(NC(=O)CSc2nnc(N)s2)c(=O)n(-c2ccccc2)n1C,-0.6,4,-4,8,99,100,3,9,7,-1
O=C(Nc1ccc(Cl)cc1)OC(CN1CCCCC1)C(F)(F)F (stereo unspecified),-2.0,-8,-26,-5,91,93,-1,-21,24,/
O=C(CSCc1ccc(Cl)cc1)N/N=C/c1ccc(Cl)cc1Cl,3.5,5,-90,-5,90,94,6,-35,13,0
CC1Cn2c(nnc2C23CC4CC(CC(C4)C2)C3)S1 (stereo unspecified),-1.0,-5,4,-4,104,92,-1,15,3,-1
O=C(Cn1cnc2cc([N+](=O)[O-])ccc2c1=O)NC(c1ccccc1)c1ccccc1,-2.1,1,/,7,94,98,3,-39,7,/
CC(=O)c1ccc(NC(=O)C2(c3ccccc3)CCOCC2)cc1,-3.3,-16,12,7,88,96,-2,-26,2,/
N#CC1=C2SCN(Cc3ccccc3)CN2C(=O)CC1c1cccs1 (stereo unspecified),-1.6,-2,/,18,80,74,2,-4,22,0

# Later entries:
SMILES,MRP-1 activ,Yeast life ext,E-sel TNF inh,GALR2 antag,PTEN del growth,bCat KO growth,NPY-Y2 antag,BB579 growth dn,Measles CPE,Phagocytosis inh
COc1ccc(C(=O)C2CCN(C(=O)c3ccco3)CC2)cc1,-1.2,7,-5,14,108,109,2,-40,31,0
Cc1cc(NC(=O)CSc2nnc(C3CC3)n2C)no1,-1.2,-4,-15,-16,106,94,0,-7,20,1
CN(C)c1ccc(/C=C/C(=O)c2ccccc2)cc1[N+](=O)[O-],-5.5,4,/,-14,1.4*,1.8*,3,-26,29,-1
COc1ccccc1S(=O)(=O)Cc1ccc(C(=O)NCc2cccnc2)o1,-0.8,-5,/,0,87,92,5,-11,14,/
CC(=O)c1cccc(NC(=O)C2CCN(S(=O)(=O)c3c(C)n[nH]c3C)CC2)c1,-2.0,-5,8,-3,98,97,-3,-12,8,/
CS(=O)(=O)N1CCC(C(=O)NCC2CCCO2)CC1 (stereo unspecified),-0.8,-5,-5,-13,90,94,2,-22,3,0
O=C(NCCCN1CCOCC1)c1coc2ccccc2c1=O,-0.5,4,7,10,99,96,4,-43,4,0
Cc1ccc(N=Cc2sc(O)c3ccccc23)c(C)c1,0.2,-6,-30,10,80,91,3,-62,-1,0
COc1ccc(C(CC(=O)N2CCOCC2)C(C)C)cc1 (stereo unspecified),-1.4,-16,-7,16,89,84,-1,-29,11,/
CC(=NCC1CCCO1)C1=C(O)CC(C)(C)CC1=O (stereo unspecified),-1.3,-3,-2,8,94,92,1,-1,0,0
Cc1ccc(C2C(C(=O)c3cc4ccccc4o3)=C(O)C(=O)N2CCN2CCOCC2)o1 (stereo unspecified),-1.1,21,-9,-2,103,103,1,-60,11,2
CCCN(CCC)S(=O)(=O)c1ccc(C(=O)N2CCCc3ccccc32)cc1,0.8,8,-2,-18,82,77,5,-46,21,-1
C=CCn1c(SCC(=O)N2CCCCC2)nc(O)cc1=O,2.4,48*,-12,-8,/,116,2,5,5,0
O=C(c1ccc(F)cc1)N1CCN(c2ccc([N+](=O)[O-])c(N3CCOCC3)c2)CC1,-2.6,0,-3,9,91,83,1,-25,5,11
Cc1nc2cc(NC(=O)NCc3ccco3)ccc2o1,-1.6,-17,-4,-10,87,95,4,-46,35,-1
Cc1nnc(SCC(=O)N/N=C/c2cn(-c3ccccc3)nc2-c2ccc(F)cc2)n1-c1ccccc1,-3.1,-1,/,-12,63,65,3,-35,50*,1
CCc1cc(C(=O)Cc2cnn(-c3ccccc3)c2)c(O)cc1O,-3.2,-23,/,11,78,90,7,6,10,-1
CCc1cc2c(=O)nc3n(c2s1)Cc1ccccc1/C3=C(/O)c1ccccc1Cl,-2.5,6,15,-4,77,84,3,-40,6,-1
COc1ccc(C(=O)Nc2cccc(-c3nc4ncccc4o3)c2C)cc1,-0.2,-14,9,-4,106,89,4,7,13,-1
O=C(CCc1ccc(Oc2cc([N+](=O)[O-])cc([N+](=O)[O-])c2)cc1)N1CCCCC1,-3.2,8,/,-3,85,92,3,-5,5,0
CC1(C)C(c2cccs2)=NC(c2ccccc2)N1O (stereo unspecified),-0.9,-13,6,4,105,104,-1,-73,2,0
CC(=O)OC(C(=O)NCc1ccc(F)cc1)c1ccccn1 (stereo unspecified),-1.4,-16,1,3,91,87,-5,-17,20,/
COc1cc(C(=O)Nc2nccs2)ccc1OCc1c(C)noc1C,-0.1,-10,-4,1,83,90,3,-3,11,0
CC1=CC(=O)OC1Cc1ccncc1 (stereo unspecified),-0.3,-1,/,1,95,98,1,-27,5,0
COC(=O)CC1SCCNC1=O (stereo unspecified),-0.6,-2,1,-2,98,101,1,-17,25,1

# More results.
SMILES,MRP-1 activ,Yeast life ext,E-sel TNF inh,GALR2 antag,PTEN del growth,bCat KO growth,NPY-Y2 antag,BB579 growth dn,Measles CPE,Phagocytosis inh
CCOC(=O)C1CCN(CC(O)COc2ccc(C(=O)CC)cc2)CC1 (stereo unspecified),-1.2,-11,-18,6,90,88,3,-36,7,0
Cc1cc(C)cc(OCC(=O)OCC(=O)NCc2cccs2)c1,0.1,-3,/,6,106,97,3,-9,7,-3
CCCn1c(SCC(N)=O)nnc1C(C)C,-0.7,-18,/,0,98,101,2,-13,3,0
CN1CCN(c2ccccc2NC(=O)COc2ccccc2)CC1,-3.9,-18,22,-5,87,100,12,7,15,-3
O=C(N/N=C/C=C/c1ccccc1)c1ccccc1Br,-0.9,-26,-8,12,94,75,3,-35,27,/
COc1cc(OC)nc(S(C)(=O)=O)n1,-2.4,2,/,8,85,79,1,17,11,-3
CCCCC(=O)Nc1ccc(NC(=O)c2ccc(C)c([N+](=O)[O-])c2)cc1OC,-1.2,1,/,20,97,95,0,-18,6,-3
Cc1ccccc1NC(=O)c1c(-c2ccccc2)noc1C,-1.1,3,10,4,103,96,3,-52,5,-2
Cc1sc2nc(SCC(=O)NCc3ccco3)n(CCc3ccccc3)c(=O)c2c1C,-1.0,1,16,-15,101,93,6,-96,0,-1
COc1ccc(C(C)=O)cc1CN1C(=O)NC2(CCCCC2)C1=O,-2.4,-9,-4,-11,91,96,5,-17,5,-1
CCc1ccc(N(CC(=O)Nc2ccc(OC)cc2OC)S(C)(=O)=O)cc1,-1.1,-9,/,-2,97,102,3,-44,14,-1
C=CCc1cccc(OC)c1OCCOCCNCCO,-1.3,0,8,-1,100,100,0,16,9,1
COc1cccc(OC)c1C(=O)Nc1ccc(C)cc1C(=O)c1ccccc1,-0.1,3,17,-6,74,65,1,-3,20,-11
COc1ccc(N2CCN(C(=O)CN3C(=O)c4ccccc4S3(=O)=O)CC2)cc1,-0.6,-14,-13,-9,92,91,3,-41,7,0
Cc1onc(-c2ccccc2Cl)c1C(=O)N(Cc1nc(-c2ccccc2)no1)C1CCCCC1,0.7,-5,11,-15,77,63,10,-5,17,0
COc1cccc(-c2nc(=S)c3c(n2CCCO)CCCC3)c1,-1.1,1,-3,-9,99,100,-2,-15,17,-3
Cc1ccc(NC(=O)c2cc([N+](=O)[O-])ccc2NCc2cccnc2)cc1,-1.4,-6,-18,-1,53,43,-1,-27,2,-5
COC(=O)c1sccc1NC(=S)N1CCN(c2ccc(F)cc2)CC1,0.5,-6,-1,0,106,101,13,-46,25,-1
COc1cc(/C=N/N=C2/NC(=O)C(c3ccccc3)S2)ccc1O (stereo unspecified),-3.8,-5,-28,2,96,86,7,-10,15,0
CC1CCN(S(=O)(=O)c2ccc3c(c2)oc(=O)n3CC(=O)N2c3ccccc3CC2C)CC1 (stereo unspecified),-1.5,-4,/,5,56,23,0,-39,3,0
O=C(c1cc2ccccc2oc1=O)N1CCN(Cc2ccc3c(c2)OCO3)CC1,-1.5,-4,-1,8,92,97,0,-2,23,0
COc1c(N2CCN(C(=S)Nc3ccccc3)C(C)C2)c(F)cc2c(=O)c(C(=O)O)cn(C3CC3)c12 (stereo unspecified),-5.2,-14,-6,-7,101,97,4,-8,5,/

# Single values from the list.
# CCC(C(=O)NC1CCCC1)N(C(=O)Cn1nnc(-c2ccc(OC)c(OC)c2)n1)C1CCCCC1 (stereo unspecified) in NPY-Y2 antag → 3
# COc1c(N2CCN(C(=S)Nc3ccccc3)C(C)C2)c(F)cc2c(=O)c(C(=O)O)cn(C3CC3)c12 (stereo unspecified) in Yeast life ext → -14
